Bioassay records deposited in PubChem BioAssay by several laboratories.
NS3 helicase inh – inhibitors of HCV NS3 helicase, primary screen, biochemical, Cy5 molecular beacon fluorescence; NS3 helicase DNA unwinding; inhibition, % at 10.9 µM; Hepatitis C virus NS3 helicase; hit rate 0.56% among 290,000;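 active = inhibition above the mean of all tested compounds plus 3 SD, set per campaign, cut at about 35% in these data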;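 note: 0% = DMSO wells and 100% = thioflavine S control wells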
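Assay system – hepatitis C virus NS3 helicase domain fragment enzyme · Buffer or medium – MOPS pH 6.5, MgCl2, DTT, Tween20, BSA · Reagent – Cy5/quencher beacon DNA duplex and ATP to start · Compound – single 10.9 µM dose · Timing – 1 h at 25 °C · Technique – Cy5 beacon fluorescence read at start and 1 h · Measure – % inhibition of unwinding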
CRFBP-R2 block – antagonists of CRF-BP/CRF-R2 complex, primary screen, cell-based, HEK293, calcium dye fluorescence, uHTS | AID 588475, 2011 | CRF-induced calcium fluorescence | inhibition, % at 11.8 µM | hit rate 0.59% among 350,000;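 active = inhibition of the ligand-induced calcium signal above about 50% at the single tested concentration, limit read from the data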
GalR3 antagonist – GalR3 antagonists in HEK293 cells, primary screen, cell-based, fluorescence readout; Galanin receptor type 3 (Homo sapiens), O60755; HEK293 GalR3-CNG cAMP membrane potential fluorescence; galR3 body fused to GalR1 C-terminus; inhibition, % at 3 µM; hit rate 0.44% among 360,000; AID 651719, 2012;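 active = inhibition above the screen-wide average plus 3 SD, cut at about 13% in these data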;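 note: forskolin and galanin both at EC90 stimulate the cells; cAMP rise reported by CNG channel membrane potential dye signal; 0% = forskolin plus galanin with DMSO and 100% = forskolin alone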
IMP-1 inhibitor – IMP-1 metallo-beta-lactamase inhibitors, primary screen, biochemical, epi-absorbance readout, Pseudomonas aeruginosa enzyme. metallo-beta-lactamase IMP-1 (Pseudomonas aeruginosa). purified IMP-1, nitrocefin hydrolysis, epi-absorbance fluorescence. inhibition, % at 5.6 µM. hit rate 0.45% among 290,000. AID 1556, 2009;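 active = inhibition above the mean plus 3 SD of all compounds in the same screening run, cut at about 4.5% in these data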;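 note: 0% = IMP-1 with DMSO and 100% = DMSO wells lacking enzyme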
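Material – recombinant IMP-1 enzyme, purified · Amount – IMP-1 0.2 nM before substrate addition · Medium – HEPES buffer pH 7.1 with ZnSO4 and Brij 35 · Timing – 25 °C, 15 min preincubation, 25 min reaction · Measured by – plate fluorescence quenching by hydrolysis product, ex 480/em 530 nm · Read-out – percent enzyme inhibition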
p-CIP stab down – p/CIP-EGFP fusion destabilizers, primary screen, fluorescence, F442A cells; hit rate 0.01% among 290,000; 16 h; decrease of EGFP signal, % at 10 µM; AID 1984, 2009; Q05BA5;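 active = EGFP signal decrease of at least 30% at 10 µM or well 3 SD below plate mean, unless failing retest; inactive = the rest, including hits failing retest or dose response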; note: some compounds called inactive have numbers as strong as hits; many of its hits are not listed in these tables
Target sequence (Q05BA5 1-1403): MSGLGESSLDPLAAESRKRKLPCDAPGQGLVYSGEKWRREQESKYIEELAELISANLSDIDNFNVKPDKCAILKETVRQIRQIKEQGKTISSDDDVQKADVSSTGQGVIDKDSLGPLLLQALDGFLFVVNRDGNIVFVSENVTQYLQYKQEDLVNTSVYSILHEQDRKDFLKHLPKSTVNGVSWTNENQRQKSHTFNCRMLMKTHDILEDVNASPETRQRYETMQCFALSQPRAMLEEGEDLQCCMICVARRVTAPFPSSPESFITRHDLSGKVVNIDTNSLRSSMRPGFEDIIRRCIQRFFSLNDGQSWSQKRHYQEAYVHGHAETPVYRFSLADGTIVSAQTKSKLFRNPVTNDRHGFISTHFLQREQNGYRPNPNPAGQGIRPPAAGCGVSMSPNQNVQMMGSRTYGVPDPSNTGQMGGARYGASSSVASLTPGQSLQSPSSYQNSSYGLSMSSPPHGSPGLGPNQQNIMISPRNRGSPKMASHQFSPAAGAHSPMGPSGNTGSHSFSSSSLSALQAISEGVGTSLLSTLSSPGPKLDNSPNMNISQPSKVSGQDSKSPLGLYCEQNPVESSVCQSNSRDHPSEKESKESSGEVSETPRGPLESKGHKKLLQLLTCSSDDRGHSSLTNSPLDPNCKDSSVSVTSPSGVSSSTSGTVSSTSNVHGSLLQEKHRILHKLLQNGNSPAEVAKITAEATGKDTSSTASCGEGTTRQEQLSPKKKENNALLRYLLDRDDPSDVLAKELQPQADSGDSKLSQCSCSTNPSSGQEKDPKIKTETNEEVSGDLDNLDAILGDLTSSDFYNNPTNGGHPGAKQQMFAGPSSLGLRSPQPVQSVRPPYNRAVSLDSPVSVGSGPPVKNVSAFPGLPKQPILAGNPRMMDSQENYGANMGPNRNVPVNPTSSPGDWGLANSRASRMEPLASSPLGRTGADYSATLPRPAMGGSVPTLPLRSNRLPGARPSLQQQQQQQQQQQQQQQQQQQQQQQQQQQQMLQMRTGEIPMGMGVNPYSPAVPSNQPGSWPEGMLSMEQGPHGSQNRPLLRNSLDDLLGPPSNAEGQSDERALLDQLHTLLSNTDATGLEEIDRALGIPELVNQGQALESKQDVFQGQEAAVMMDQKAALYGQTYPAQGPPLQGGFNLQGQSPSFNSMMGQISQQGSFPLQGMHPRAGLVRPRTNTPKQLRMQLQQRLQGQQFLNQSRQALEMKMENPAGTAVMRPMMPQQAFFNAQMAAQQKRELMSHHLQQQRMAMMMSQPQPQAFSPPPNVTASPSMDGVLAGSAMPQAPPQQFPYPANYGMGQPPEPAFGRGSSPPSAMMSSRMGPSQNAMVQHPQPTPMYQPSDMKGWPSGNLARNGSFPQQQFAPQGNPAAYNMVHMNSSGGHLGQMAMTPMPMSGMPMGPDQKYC
IDE act – human IDE activators in live cells, primary screen, fluorescence polarization, HEK cells, FAbeta-B substrate. hit rate 0.073% among 340,000. Insulin-degrading enzyme (Homo sapiens), P14735. activation, % at 5.96 µM. AID 493087, 2011. FAbeta-B cleavage; 0% vehicle, 100% cell-free pure enzyme wells;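 active = activation above the mean of all tested compounds plus 3 SD, set per screening campaign, cut at about 17% in these data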
UBC9 SUMO inh – inhibitors of in vitro SUMOylation cascade, primary screen, biochemical, HTRF, uHTS | inhibition, % at 35 µM | HTRF SUMOylation assay, SAE1/SAE2 + UBC9 | hit rate 0.36% among 290,000 | AID 2006, 2009; in the data active = inhibition above about 50%, passing the limit was not always enough; note: strong numbers were not always called active
VIM-2 inhibitor – VIM-2 metallo-beta-lactamase inhibitors, primary screen, biochemical, epi-absorbance readout, Pseudomonas aeruginosa enzyme | purified VIM-2, nitrocefin hydrolysis, epi-absorbance fluorescence | inhibition, % at 5.6 µM | hit rate 0.89% among 290,000;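 active = inhibition above the mean of all tested compounds plus 3 SD, cutoff set per screening run, cut at about 7.5% in these data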;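 note: red hydrolysis product quenches plate fluorescence so inhibitors raise well fluorescence; 0% = enzyme with DMSO and 100% = DMSO without enzyme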
IDE cell inh – human IDE inhibitors in live cells, primary screen, fluorescence polarization, HEK cells, FAbetaB substrate; FAbetaB cleavage; inhibition, % at 5.59 µM; hit rate 0.41% among 320,000; AID 434962, 2010;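 active = percent inhibition above the average of all tested compounds plus 3 SD, set per screening campaign, cut at about 16% in these data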;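 note: IDE supplied by intact live HEK cells; FP after avidin binding of uncleaved biotin substrate so inhibition keeps polarization high; 0% = DMSO wells and 100% = 60 µM reference IDE inhibitor Ii1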
Numbers without * were called inactive; x = not tested or not shown.

cpd	structure	VIM-2 inhibitor	UBC9 SUMO inh	CRFBP-R2 block	IDE act	IMP-1 inhibitor	GalR3 antagonist	IDE cell inh	NS3 helicase inh	p-CIP stab down
1	O=C(COC(=O)Cn1cnc2ccccc2c1=O)Nc1ccccc1OC(F)F	x	x	-1.1	3.6	x	-4.5	-2.2	x	x
2	CCN(C(=O)COC(=O)c1cc(-c2ccccc2)nc2c1c(C)nn2-c1ccccc1)C1CCS(=O)(=O)C1 (centres undefined)	-2.1	3.9	-16.4	2.2	-2.5	-4.6	2.7	-5.2	6.9
3	Oc1ccc(-c2cn3cc(C(F)(F)F)ccc3n2)cc1	1.6	13.9	6.8	6.3	-3.0	-11.1	5.6	1.5	-8.8
4	O=C(O)c1cccc(-c2ccc(/C=N/NC(=O)c3cccnc3)o2)c1	0.3	2.5	3.6	2.0	-1.1	-10.6	2.6	10.9	4.6
5	CCc1ccc(NC(=O)C(C)OC(=O)c2ccc(-n3cnnn3)cc2)cc1 (centres undefined)	x	x	0.8	4.6	x	-0.4	-11.4	x	x
6	CSc1cccc(NC(=O)CCS(=O)(=O)c2cccc3nonc23)c1	-0.3	6.9	-3.1	-2.9	-4.0	-7.5	-3.0	-2.5	4.1
7	Cc1cc(NS(=O)(=O)c2ccc(NS(=O)(=O)c3cc(C)c(Cl)cc3Cl)cc2)no1	-0.9	9.9	12.8	3.6	-2.3	-3.2	0.2	25.2	-6.2
8	CC1CC(C)CN(CCCNC(=O)c2c(O)nc3ccccn3c2=O)C1 (centres undefined)	x	x	3.8	-3.5	x	0.7	-1.8	x	x
9	Cc1cc(NC(=O)CSc2nc3ccccc3c(=O)n2CCCC(=O)NCc2ccco2)n[nH]1	-2.6	-7.9	4.3	5.2	-3.7	-1.9	1.4	6.9	-17.0
10	COc1ccccc1CNc1ccc2nnc(CCNC(=O)c3ccccc3)n2n1	-1.4	5.0	12.7	0.4	1.6	0.3	3.2	-4.1	16.8
11	CCN1CCN(C(=O)C2=CC(c3ccc(C)cc3)=NS(=O)(=O)N2C)CC1	-0.1	-0.2	-21.0	1.6	-2.3	x	1.1	-5.5	-0.4
12	COc1ccc(OC)c(-c2c3c([nH]c(=S)c2C#N)CCCC3)c1	-3.9	12.4	8.6	-13.6	-3.5	-0.8	-0.4	4.0	-0.9
13	COc1cc(NC(=O)C2CCCC2)c(OC)cc1Cl	-2.3	-1.7	28.1	6.3	-2.3	-4.3	2.6	-6.5	-0.1
14	Cn1nccc1CNC(=O)c1c(Cl)cnn1C	-1.7	-0.3	8.4	-1.9	-2.6	-5.1	6.4	2.6	-3.2
15	CCN(Cc1ccccc1)c1ccc(/C=N/N2CCOCC2)cc1	0.1	1.6	-1.5	6.6	-3.1	-6.3	-4.2	-1.6	0.5
16	Cc1cc(C)n(/N=C/c2cccc([N+](=O)[O-])c2)c(=O)c1	-4.9	14.1	34.3	-0.9	-3.0	-4.2	3.5	-7.7	-18.5
17	CCn1nc(NC(=O)c2ccncc2)c2cc3ccc(C)cc3nc21	-0.8	19.1	17.5	1.0	-1.0	-5.6	-1.5	-0.6	-13.4
18	CCN(CC)S(=O)(=O)c1cccc(-c2nnc(SCc3nnc(-c4ccccc4)o3)n2C)c1	-0.6	25.9	-1.1	-0.7	-2.2	-1.1	2.1	-2.1	4.7
19	CCOC(=O)c1sc2nc(N3CCOCC3)c3c(c2c1N)CCN(Cc1ccccc1)C3	-2.4	26.2	-44.2	8.0	0.5	-1.2	2.5	-5.2	-6.9
20	COC(=O)c1cccc(NC(=S)N2CCN(C)CC2)c1	-1.3	12.7	5.1	1.1	-1.0	-6.7	0.8	1.1	-6.2
21	COc1ccc(C(=O)NNC(=O)CSc2nnc(-c3cccnc3)o2)cc1	-2.3	7.5	-5.3	0.3	-2.4	-4.4	2.4	9.7	-3.5
22	Cc1ccc(NC(=O)OCc2cccs2)cc1	-0.2	-15.7	x	x	-2.3	x	3.1	-1.1	-6.2
23	CC(C)(C)c1ccc(N2C(=O)Cc3c2nc(N)c(C#N)c3N)cc1	-1.7	2.6	-6.6	0.1	-3.7	-3.6	-1.3	2.4	-2.7
24	CC(=O)Nc1c(C(N)=O)oc2ccc(Cl)cc12	-1.0	28.0	6.2	-4.6	-1.4	-0.3	6.2	18.6	-14.2
25	CC(CCc1ccccc1)NC(=O)CN1CCN(Cc2ccccc2)C1=O (centres undefined)	-2.4	5.0	17.4	5.7	-3.7	-1.9	9.1	0.2	-5.5
26	COc1cc([N+](=O)[O-])ccc1NC(=O)COC(=O)CCOc1ccc(C)cc1	x	x	-1.0	5.8	x	-3.1	-0.7	x	x
27	CC(C)NC(=O)c1cccc(Cn2cc(Cl)cn2)c1	-2.5	24.6	-3.6	0.2	-3.5	-2.8	7.5	6.9	-4.5
28	CC(=O)N1CCN(c2ccccc2NC(=O)Cc2ccc(Cl)cc2)CC1	-0.8	10.8	-12.3	-2.1	-1.5	-0.5	4.2	6.6	-2.5
29	O=C(CN1CCN(Cc2ccccc2)CC1)Nc1ccc(-n2cnnn2)cc1	-2.8	9.1	-3.5	7.8	-1.8	-1.6	-8.2	-2.3	-13.1
30	CCN(CC)CCN1C(=O)C(O)=C(C(=O)c2sc(C)nc2C)C1c1cccnc1 (centres undefined)	-3.5	12.5	-0.1	4.4	0.0	-3.2	0.6	6.6	-7.8
31	COc1cc(OC)c(NS(=O)(=O)c2c(C)[nH]c(=O)[nH]c2=O)cc1Cl	-3.3	-3.7	4.2	1.5	-3.0	-10.0	x	5.2	0.9
32	O=C(c1cccc(Br)c1)N1CCN(C2=NS(=O)(=O)c3ccccc32)CC1	-0.7	-2.1	-5.3	5.0	-0.5	-1.2	-5.3	-19.1	-11.4
33	CC(C)(O)C(=O)NN(C(=O)c1ccccc1)c1cccc(Br)c1	-2.8	2.2	-11.8	6.7	-3.9	3.2	-4.1	3.1	-2.3
34	Cc1ccc(O)c(C2=NNC(c3ccc(Cl)cc3)C2)c1 (centres undefined)	-1.2	11.5	-21.7	-4.8	-0.9	-8.1	1.0	-12.5	-5.3
35	CC(=O)c1ccc(NC(=O)/C(=C\c2ccccc2)NC(=O)c2ccco2)cc1	-0.3	21.4	-33.5	x	-1.3	-4.7	1.2	-1.0	9.5
36	CCCCCCSc1ccc([C@H]2N[C@@](CC(C)C)(C(=O)OC)[C@H]3C(=O)N(C)C(=O)[C@@H]23)cc1OC	x	x	-5.6	8.2	x	-8.8	-0.7	x	x
37	Cc1cc(Cl)c(OCCCN2CCCCC2)c(Br)c1	-1.2	8.4	-10.5	-1.9	-2.5	-0.2	3.4	1.7	-2.7
38	COc1ccc(/C=C(/NC(=O)c2cccc([N+](=O)[O-])c2)C(=O)O)cc1	-0.7	-25.5	2.7	0.7	-0.2	0.1	1.8	-25.5	17.1
39	CC(=O)Oc1cc2c(C(C)=O)coc2c2ccccc12	0.9	-12.7	2.9	0.8	-3.2	-5.0	-6.8	-1.3	-0.9
40	O=C(Nc1ccc(OC(F)(F)F)cc1)c1ccc2c(c1)no[n+]2[O-]	x	x	22.3	1.8	x	-3.9	-2.5	x	x

Some of these compounds in order of their number in IDE cell inh, rising.
nr | SMILES | VIM-2 inhibitor | UBC9 SUMO inh | CRFBP-R2 block | IDE act | IMP-1 inhibitor | GalR3 antagonist | IDE cell inh | NS3 helicase inh | p-CIP stab down
30 | CCN(CC)CCN1C(=O)C(O)=C(C(=O)c2sc(C)nc2C)C1c1cccnc1 (centres undefined) | -3.5 | 12.5 | -0.1 | 4.4 | 0.0 | -3.2 | 0.6 | 6.6 | -7.8
34 | Cc1ccc(O)c(C2=NNC(c3ccc(Cl)cc3)C2)c1 (centres undefined) | -1.2 | 11.5 | -21.7 | -4.8 | -0.9 | -8.1 | 1.0 | -12.5 | -5.3
27 | CC(C)NC(=O)c1cccc(Cn2cc(Cl)cn2)c1 | -2.5 | 24.6 | -3.6 | 0.2 | -3.5 | -2.8 | 7.5 | 6.9 | -4.5

Next part
cpd	structure	VIM-2 inhibitor	UBC9 SUMO inh	CRFBP-R2 block	IDE act	IMP-1 inhibitor	GalR3 antagonist	IDE cell inh	NS3 helicase inh	p-CIP stab down
41	Cc1ccc(C(=O)COC(=O)c2cc(=O)[nH]c3ccccc23)cc1	0.5	4.4	-14.0	2.2	-1.6	-4.0	2.7	-1.6	6.1
42	Cc1ccc(Cn2c(SCC(=O)NCC3CCCO3)nc3c2c(=O)n(C)c(=O)n3C)cc1 (centres undefined)	-1.1	26.3	0.5	8.5	-2.4	0.1	-0.8	5.0	-12.3
43	COc1ccccc1CNC(=O)c1ccc(SC)cc1OC	-1.8	-12.2	2.5	-5.5	-2.8	x	-0.9	0.3	-7.7
44	CCC(=O)Nc1cc2nn(-c3ccc(OC)cc3)nc2cc1C	-2.8	12.5	14.2	5.4	-2.1	-1.1	-0.6	3.7	-9.3
45	CCCn1nnc(NC(=O)c2cc(Br)cc(Br)c2OC)n1	-1.1	18.3	-30.5	0.5	-0.9	-6.4	-0.8	4.0	-9.5
46	O=C(Nc1ccc(S(=O)(=O)N2CCCCC2)cc1)C1CC(=O)N(c2ccc(Cl)cc2)C1 (centres undefined)	-1.9	-4.1	-2.3	-2.6	-2.4	-8.1	5.8	-14.8	-2.4
47	Cc1cccc(N2CCC(N=CN(C)C)=N2)c1	2.0	-4.9	-5.5	2.6	-2.6	-1.8	5.9	3.2	6.3
48	O=C(CSc1nnnn1C1CC1)N1CCN(c2cccc(Cl)c2)CC1	x	x	36.5	-0.5	x	-3.4	-3.5	x	x
49	CC(C(=O)N1CCc2ccccc2C1)N1C(=O)c2ccccc2C1=O (centres undefined)	-1.6	12.8	6.9	0.1	-0.5	-5.3	0.1	8.3	-3.1
